High-throughput results: PubChem, several laboratories
MC4R antagonist – blocks human MC4R cAMP signaling. MC4R-expressing cells, MTII-stimulated cAMP, LANCE TR-FRET. inhibition, % at 6.5 µM. hit rate 0.48% among 360,000. AID 540295;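 active = inhibition above its plate's cutoff, the mean of tested wells on that plate plus 3 SD, cut at about 29% in these data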;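 also: 0% = Melanotan II alone and 100% = Melanotan II plus saturating MCL0020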
Target sequence (P32245 whole entry, looked up): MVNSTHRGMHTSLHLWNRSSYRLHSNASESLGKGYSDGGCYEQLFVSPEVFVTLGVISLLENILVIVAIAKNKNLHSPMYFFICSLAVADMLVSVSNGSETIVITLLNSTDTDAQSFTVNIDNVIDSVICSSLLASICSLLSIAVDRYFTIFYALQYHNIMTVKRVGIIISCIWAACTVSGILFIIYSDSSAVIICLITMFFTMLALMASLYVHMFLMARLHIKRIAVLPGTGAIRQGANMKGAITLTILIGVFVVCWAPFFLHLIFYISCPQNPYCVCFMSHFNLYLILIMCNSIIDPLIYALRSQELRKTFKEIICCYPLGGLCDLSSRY
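System: U2OS cells stably expressing human melanocortin 4 receptor (MC4R). Reagent: Melanotan II challenge after compound preincubation. Doses: 6.5 µM. Times: 30-min compound, 1-h challenge, 1-h detection, room temperature. Measured by: TR-FRET with Eu-cAMP and labeled anti-cAMP, 671 nm. Replicates: singlicate.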
NCOA1 inh – human NCOA1 inhibition | Q15788 | HEK293 GAL4-SRC1 luciferase reporter, luminescence | inhibition, % at 3.6 µM | hit rate 0.12% among 360,000 | AID 588354;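 active = inhibition above the campaign mean plus 3 SD, with each screening campaign given its own cutoff, cut at about 60% in these data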;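 also: 0% = DMSO treated cells and 100% = gossypol at 36 µM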
COUP-TFII inh – NR2F2 (human) inhibition, primary screen; P24468; HEK293T NGFI-A luciferase reporter, luminescence; inhibition, % at 8.6 µM; hit rate 0.7% among 370,000; AID 686940;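 active = inhibition above a per-plate cutoff, mean inhibition of test wells between control levels plus 3 SD, cut at about 38% in these data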;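 also: cells cotransfected with COUP-TFII expression vector driving the NGFI-A reporter; 0% = median of COUP-TF2 test wells and 100% = reporter-only cells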
LRH-1 inv ag – suppresses constitutive activity of human LRH-1; O00482; HEK293T StAR-luciferase reporter, LRH-1 transfected, 24 h; inhibition, % at 3.6 µM; hit rate 0.13% among 360,000; AID 602396;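 active = inhibition above the mean inhibition of all tested compounds plus 3 SD, cut at about 73% in these data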;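 also: 0% = DMSO wells and 100% = reporter-only cells lacking LRH-1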
Target sequence (O00482 whole entry, looked up): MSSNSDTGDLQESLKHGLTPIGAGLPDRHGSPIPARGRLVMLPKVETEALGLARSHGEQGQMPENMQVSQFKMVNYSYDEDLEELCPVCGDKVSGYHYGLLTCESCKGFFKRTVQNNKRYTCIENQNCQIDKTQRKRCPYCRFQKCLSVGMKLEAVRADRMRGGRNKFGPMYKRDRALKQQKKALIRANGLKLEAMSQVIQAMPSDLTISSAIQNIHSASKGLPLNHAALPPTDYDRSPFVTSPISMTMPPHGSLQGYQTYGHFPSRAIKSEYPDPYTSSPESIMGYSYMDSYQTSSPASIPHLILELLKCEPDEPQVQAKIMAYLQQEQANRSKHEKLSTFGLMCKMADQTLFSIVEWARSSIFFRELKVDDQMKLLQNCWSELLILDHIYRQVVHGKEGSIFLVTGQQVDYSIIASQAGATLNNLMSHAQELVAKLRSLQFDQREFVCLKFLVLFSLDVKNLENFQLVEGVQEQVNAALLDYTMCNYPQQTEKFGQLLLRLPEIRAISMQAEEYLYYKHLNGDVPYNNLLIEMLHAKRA
ABHD5-PLIN5 inh – blocks binding of human ABHD5 to perilipin-5 | Q00G26+Q8WTS1 | Split G. princeps luciferase complementation, luminescence, 4 h | inhibition, % at 4 µM | hit rate 0.78% among 360,000;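 active = inhibition above the mean inhibition across every tested compound plus 3 SD, cut at about 22% in these data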;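 also: 0% = DMSO only wells and the 100% control is not disclosed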
NOD2 RIPK2 PPI – blocks binding of human NOD2 to RIPK2; CHO BLA complementation NOD2-RIPK2, CCF4 ratio; inhibition, % at 4.98 µM; AID 624267; hit rate 0.38% among 360,000; in the data active = inhibition above about 21%;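 also: 0% = vehicle only and 100% = reference blocker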
TLR9-MyD88 block – inhibitors of human TLR9-MyD88 binding; Q9NR96+Q99836; CHO BLA complementation TLR9-MyD88, CCF4 FRET ratio; inhibition, % at 4.98 µM; hit rate 0.21% among 340,000;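 active = inhibition above the mean over all tested compounds plus 3 SD, cut at about 21% in these data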;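 also: 0% = DMSO only wells and 100% = clavulanate BLA inhibitor control wells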
EBV LMP1 NFkB – reduces LMP1-driven NF-kappaB luciferase signal. LMP1-induced NF-kappaB luciferase reporter cells, luminescence. inhibition, % at 12.5 µM. hit rate 0.69% among 350,000. AID 504558; in the data active = inhibition above about 41%;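 also: 0% = neutral control wells and 100% = reference inhibitor control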
MC4R ag barr – human MC4R agonism via beta-arrestin | P32245 | U2OS MC4R beta-arrestin complementation, luminescence; percent of melanotan II response, DMSO zero | activation, % at 8.9 µM | hit rate 0.98% among 360,000;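 active = activation above a per-plate cutoff, the mean activation of sample wells on that plate plus 3 SD, cut at about 8% in these data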
SRC2 inh – human SRC2 (NCOA2) inhibition. Q15596. HEK293 GAL4-SRC2 luciferase reporter, luminescence. inhibition, % at 9 µM. hit rate 0.17% among 370,000;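 active = inhibition above the mean inhibition of all tested compounds plus 3 SD, set per campaign, cut at about 52% in these data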;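 also: 0% = DMSO treated cells and 100% = cells given Gossypol at 36 µM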
SRC3 inh – inhibitors of human steroid receptor coactivator 3 (SRC3) | Q9Y6Q9 | HEK293 GAL4-SRC3 luciferase reporter, luminescence | inhibition, % at 3.6 µM | hit rate 0.17% among 360,000 | AID 588352;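 active = inhibition above a per-campaign cutoff, the mean of all compounds plus 3 SD, cut at about 60% in these data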;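 also: 0% = DMSO-treated cells and 100% = gossypol-treated cells at 36 µM; higher means less SRC3-driven luciferase light from the GAL4 reporter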
Numbers without * were called inactive; nt = not tested or not shown. A portion of the library. The share of hits here may be higher or lower than overall.

SMILES	MC4R antagonist	NCOA1 inh	COUP-TFII inh	LRH-1 inv ag	ABHD5-PLIN5 inh	NOD2 RIPK2 PPI	TLR9-MyD88 block	EBV LMP1 NFkB	MC4R ag barr	SRC2 inh	SRC3 inh
Cc1ccc(NC(=O)COC(=O)Cn2cnc3c2c(=O)n(C)c(=O)n3C)c(Cl)c1	4.7	-10.7	-7.8	5.1	-2.1	-0.2	6.7	0.7	-3.4	-18.3	7.8
CCOc1ccc(C(=O)NCC(=O)NNC(=O)c2cc(C)oc2C)cc1OCC	9.3	-5.5	17.3	-39.4	-4.8	1.1	-8.8	-0.9	-2.2	-6.6	11.8
Cc1nc2nc(SCC(=O)NCc3ccco3)nn2c(C)c1Cc1c(F)cccc1Cl	7.0	4.9	-2.7	-5.1	5.1	5.1	-4.5	-7.8	-0.8	10.2	11.7
COc1ccc(C(=O)NC2CCSc3ccccc32)cc1S(=O)(=O)N1CCOCC1 (configuration not stated)	3.4	-10.7	15.8	-11.1	1.7	-0.7	1.3	-14.3	-2.7	-23.3	0.8
COc1ccc(CNC(=O)CN(C(=O)c2cc3sccc3n2C)C2CCCC2)cc1	4.8	-5.9	6.2	15.8	1.0	-4.0	-0.2	1.2	-2.6	7.9	3.3
COc1ccc(C2=CC(=O)OC3(CCCCC3)O2)cc1	-5.9	4.1	7.7	42.0	-4.9	6.2	9.4	0.5	-1.0	-2.0	-15.7
COC(=O)c1cn(NC(=O)c2cnccn2)c(=O)c2ccccc12	-1.7	3.7	0.1	-15.5	-6.3	-3.2	-3.1	15.1	-2.1	25.1	18.1
NC(CSC1(c2ccc(Cl)cc2)c2ccccc2-c2ccccc21)C(=O)O (configuration not stated)	23.6	-10.3	9.2	-32.4	10.4	-6.5	-14.6	-10.8	-1.3	22.2	8.8
CCOC(=O)c1ccc(NC(=O)C2COc3ccccc3O2)cc1 (configuration not stated)	2.0	-37.7	7.3	-12.1	-63.7	0.8	3.7	-10.9	0.2	-11.5	-14.2
O=C(CO/N=C/c1ccc(OC(F)F)cc1)N1CCc2ccccc21	-0.2	1.0	-11.4	19.5	-3.5	-6.9	4.3	-3.6	1.7	4.3	20.5
O=C(c1cc(-c2ccccc2)on1)N1CCCC1	1.0	-123.7	-62.4	-160.8	-5.8	-21.4	-7.1	8.7	0.1	-45.6	-107.1
Cc1ccc(C(=O)N/C(=C\c2cccs2)C(=O)NCCCN2CCOCC2)cc1	-0.7	-5.2	-1.0	-6.5	1.4	-1.1	-10.0	-4.1	0.0	-4.2	-68.7
COc1ccccc1/C=C1\SC(N2CCC(C)CC2)=NC1=O	5.7	-36.1	-13.2	-40.9	7.8	6.6	-4.5	-9.4	-1.3	-32.6	-20.0
Cc1ccc(S(=O)(=O)Nc2cccc3ncccc23)cc1	22.1	-3.4	-15.6	-3.9	1.4	-11.1	-2.7	-6.9	2.2	-8.8	11.6
Cc1ccc(CNC(N)=S)cc1	2.2	1.8	-9.3	13.3	6.1	-3.4	6.2	2.8	-0.5	-3.6	9.4

Molecules shown so far containing an aryl methoxy group:
SMILES	MC4R antagonist	NCOA1 inh	COUP-TFII inh	LRH-1 inv ag	ABHD5-PLIN5 inh	NOD2 RIPK2 PPI	TLR9-MyD88 block	EBV LMP1 NFkB	MC4R ag barr	SRC2 inh	SRC3 inh
COc1ccc(C(=O)NC2CCSc3ccccc32)cc1S(=O)(=O)N1CCOCC1 (configuration not stated)	3.4	-10.7	15.8	-11.1	1.7	-0.7	1.3	-14.3	-2.7	-23.3	0.8
COc1ccc(CNC(=O)CN(C(=O)c2cc3sccc3n2C)C2CCCC2)cc1	4.8	-5.9	6.2	15.8	1.0	-4.0	-0.2	1.2	-2.6	7.9	3.3
COc1ccc(C2=CC(=O)OC3(CCCCC3)O2)cc1	-5.9	4.1	7.7	42.0	-4.9	6.2	9.4	0.5	-1.0	-2.0	-15.7
COc1ccccc1/C=C1\SC(N2CCC(C)CC2)=NC1=O	5.7	-36.1	-13.2	-40.9	7.8	6.6	-4.5	-9.4	-1.3	-32.6	-20.0

(more compounds)
SMILES	MC4R antagonist	NCOA1 inh	COUP-TFII inh	LRH-1 inv ag	ABHD5-PLIN5 inh	NOD2 RIPK2 PPI	TLR9-MyD88 block	EBV LMP1 NFkB	MC4R ag barr	SRC2 inh	SRC3 inh
COCCCNC(=O)Cc1ccc(S(=O)(=O)N2CCOCC2)s1	2.6	-0.6	5.3	1.1	-3.2	3.1	-2.4	1.5	-0.7	6.1	-0.3
Cc1cc(SCC(=O)OCC(=O)N2CCN(C(=O)c3ccco3)CC2)c(C)cc1Br	7.8	6.5	10.3	1.7	1.9	-0.9	3.1	3.1	-1.1	15.7	-0.3
CC1CN(CCCCSc2ccccc2)CC(C)O1 (configuration not stated)	8.5	10.1	17.0	-4.9	-0.9	1.4	4.4	1.2	-1.8	-17.4	-32.0
CC1CCN(C(=O)c2ccc3c(c2)OCCO3)CC1	7.7	-77.0	-51.6	-36.0	-2.7	-1.8	1.0	-2.7	-2.0	-25.2	-47.6
CC(=O)NC12CC3CC(C1)CC(C(=O)Nc1nccs1)(C3)C2	8.0	-3.7	-11.8	5.7	-1.8	-9.2	4.0	-5.0	-0.5	-4.3	-11.8
Cc1ccc(CNC(=O)CCCn2nc(C)c3c(C)n(-c4ccccc4)nc3c2=O)cc1	5.4	5.5	15.8	-6.8	11.6	6.6	-3.5	-6.4	-3.5	9.9	12.3
CCN1CCCC1CNCc1cccc(OC)c1OCc1ccccc1 (configuration not stated)	16.5	16.2	8.2	-2.2	-0.5	-1.9	5.1	-2.0	1.2	-16.2	13.6
N#CCCN(CCN1CCCC1)S(=O)(=O)c1ccc(-c2ccc([N+](=O)[O-])cc2)cc1	0.3	-12.2	1.5	5.0	0.1	-1.0	7.6	-9.0	-2.6	-3.6	11.1
O=C1C2C3C=CC(CC3)C2C(=O)N1c1ccc2c(c1)OCO2 (configuration not stated)	6.0	1.5	-4.4	-13.6	-2.9	-12.2	8.7	6.1	-1.6	-43.5	7.5
CCCCNC(=O)CCCn1c(=O)[nH]c2ccc(Br)cc2c1=O	3.5	-1.0	0.3	-8.0	11.0	0.4	1.8	7.1	0.7	-19.1	23.2
CCOC(=O)CCCCCC(=O)Nc1ccc2c(c1)C(=O)N([C@@H](C)CO)C[C@H](C)[C@H](CN(C)C(=O)Nc1ccc(C(F)(F)F)cc1)OCCCC[C@H](C)O2	4.6	8.2	-13.1	-2.2	5.3	-2.6	0.8	-0.4	-0.6	-11.5	1.8
COc1cc(OC)cc(C(=O)N[C@H](C(=O)OCC(=O)Nc2ccc(C(N)=O)cc2)C(C)C)c1	4.6	1.1	-6.8	-3.3	-3.1	-15.6	-12.5	-1.0	-1.8	3.8	7.3
Cc1cc(C)n2c(SCc3ccccc3Cl)nnc2n1	-9.6	-21.3	-24.1	-19.1	-0.5	-0.9	-7.5	0.5	-1.5	-1.8	-3.6
O=C1CN(S(=O)(=O)c2cc(Cl)ccc2Cl)CCN1	-9.5	-4.6	-5.1	16.7	3.7	-9.9	-8.8	7.0	-1.0	-22.3	-15.2
CCCCS(=O)(=O)Nc1ccc(N2CCOCC2)c(S(=O)(=O)N2CCOCC2)c1	17.0	-0.3	-11.7	-1.5	6.6	-5.7	-8.1	-3.4	-2.2	-28.7	-6.0

Single records, from the list above.
CC1CCN(C(=O)c2ccc3c(c2)OCCO3)CC1 is entered as MC4R antagonist: 7.7; NCOA1 inh: -77.0; COUP-TFII inh: -51.6; LRH-1 inv ag: -36.0; ABHD5-PLIN5 inh: -2.7; NOD2 RIPK2 PPI: -1.8; TLR9-MyD88 block: 1.0; EBV LMP1 NFkB: -2.7; MC4R ag barr: -2.0; SRC2 inh: -25.2; SRC3 inh: -47.6
Cc1cc(SCC(=O)OCC(=O)N2CCN(C(=O)c3ccco3)CC2)c(C)cc1Br is entered as MC4R antagonist: 7.8; NCOA1 inh: 6.5; COUP-TFII inh: 10.3; LRH-1 inv ag: 1.7; ABHD5-PLIN5 inh: 1.9; NOD2 RIPK2 PPI: -0.9; TLR9-MyD88 block: 3.1; EBV LMP1 NFkB: 3.1; MC4R ag barr: -1.1; SRC2 inh: 15.7; SRC3 inh: -0.3

The results go on.
SMILES	MC4R antagonist	NCOA1 inh	COUP-TFII inh	LRH-1 inv ag	ABHD5-PLIN5 inh	NOD2 RIPK2 PPI	TLR9-MyD88 block	EBV LMP1 NFkB	MC4R ag barr	SRC2 inh	SRC3 inh
CCC(=O)Nc1nnc(S(=O)(=O)N(C)c2cc(C)cc(C)c2)s1	-0.6	3.4	4.0	10.8	5.3	3.5	-2.1	-0.8	-0.7	-4.9	5.0
CC(NC(=O)Nn1cnnc1)(C(F)(F)F)C(F)(F)F	1.8	3.3	11.1	11.6	2.2	-7.0	2.4	12.3	-1.4	-24.9	15.3
CCc1nccn1CCC(=O)NC1CCCc2c1cnn2-c1ccc(F)cc1F (configuration not stated)	-0.1	-22.2	5.9	4.2	-6.2	-12.9	-11.4	-1.1	-0.7	20.0	10.7
CC(=O)c1c(C)[nH]c(C(=O)Nc2cc(C)cc(C)c2)c1C	8.3	-0.1	nt	-20.8	1.7	-5.6	5.3	1.9	-1.1	nt	6.2
O=c1[nH]c2cc3ccccc3cc2nc1-c1nnnn1Cc1ccccc1	nt	nt	0.3	8.3	-8.0	-1.5	nt	nt	nt	-4.8	nt
CCC(c1nnnn1C1CCCC1)N(Cc1cccs1)Cc1cc2cc(C)ccc2[nH]c1=O (configuration not stated)	7.9	-11.9	-33.9	6.7	0.1	11.2	-8.6	2.7	0.3	-17.6	19.7
Clc1ccc(C2[C@H]3CN(Cc4cccnc4)[C@H](c4ccccc4)C34CC2(c2cccnc2)C4)cn1 (some centres not stated)	13.9	3.0	1.9	-28.4	6.3	-3.1	5.8	-4.3	1.8	-22.6	1.3
O=C(O)c1cccc(NS(=O)(=O)c2cc(S(=O)(=O)c3ccc(Cl)cc3)ccc2Cl)c1	-1.4	-7.0	7.2	6.8	-3.2	5.7	-2.3	5.9	0.1	-6.3	6.3
COc1ccc(F)cc1-c1cc(NC(C)=O)c2ncc(-c3cc(OC)c(OC)c(OC)c3)n2c1	-53.8	8.6	-13.2	7.9	8.0	-11.1	nt	nt	10.7*	-19.8	12.9
CCN(CCO)Cc1cn[nH]c1-c1ccc(C)c(C)c1	3.8	-8.1	1.6	6.8	8.6	-5.1	-2.5	-9.8	-1.9	-9.7	-6.7
COc1cccc(NC(=O)CN(C)C(=O)CNC(=O)c2ccc(C)s2)c1	5.2	-11.1	14.0	3.6	0.9	-11.5	0.7	-8.5	-4.0	-18.4	18.4
